HBB splicing = alters splicing of the hemoglobin beta chain | HBB splicing reporter cell assay, activation; EGFP reporter with mutant IVS2-654 intron; response scale: normalised to 500 nM splice-correcting PNA | Potency, µM (highest dose often 46.1 µM), for inactives: at the highest dose activation, hits mostly activators | 65,000 compounds, 0.06% hits; further: potency means the concentration at half of the fitted maximal effect; 0% is about no effect
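HeLa cells stably expressing EGFP interrupted by mutant beta-globin intron 2 (IVS2-654), 500/well in 2% FCS. Treated with compound for 2 days at 37C. Splicing correction scored as total well GFP intensity (488 nm excitation, 500-520 nm emission); 500 nM antisense PNA served as control.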
TexasRed autofl = compound fluoresces in the Texas Red spectral region; Compound fluorescence, Texas Red channel, 547/618 nm; hits give high values; max dye-equivalent concentration, M; 59,000 compounds, 0.06% hits; AID 587; in the data active means max dye-equivalent concentration above about 10 nM; inconclusive means between about 1.1 nM and that limit
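Texas Red-region profiling: compounds in 100 mM Tris pH 8.0 were read at 547/618 nm after 15 min at room temperature. Intensities were normalized against a six-point Texas Red standard series to give dye-equivalent concentration.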
FLuc inh = firefly luciferase inhibition. P08659. Potency, µM (doses to about 57.1 µM), without a hit: at the highest dose activity change, negative = inhibition, usual class: inhibitors. 72,000 compounds, 2.2% hits. purified firefly luciferase, luminescence, 8 min. AID 411; further: potency means the concentration at half of the fitted maximal effect; on the % scale 0 is the no-effect control and ±100 the full control effect; nearly all actives have a fitted effect of over 40% in size
Target sequence (P08659 whole entry, looked up): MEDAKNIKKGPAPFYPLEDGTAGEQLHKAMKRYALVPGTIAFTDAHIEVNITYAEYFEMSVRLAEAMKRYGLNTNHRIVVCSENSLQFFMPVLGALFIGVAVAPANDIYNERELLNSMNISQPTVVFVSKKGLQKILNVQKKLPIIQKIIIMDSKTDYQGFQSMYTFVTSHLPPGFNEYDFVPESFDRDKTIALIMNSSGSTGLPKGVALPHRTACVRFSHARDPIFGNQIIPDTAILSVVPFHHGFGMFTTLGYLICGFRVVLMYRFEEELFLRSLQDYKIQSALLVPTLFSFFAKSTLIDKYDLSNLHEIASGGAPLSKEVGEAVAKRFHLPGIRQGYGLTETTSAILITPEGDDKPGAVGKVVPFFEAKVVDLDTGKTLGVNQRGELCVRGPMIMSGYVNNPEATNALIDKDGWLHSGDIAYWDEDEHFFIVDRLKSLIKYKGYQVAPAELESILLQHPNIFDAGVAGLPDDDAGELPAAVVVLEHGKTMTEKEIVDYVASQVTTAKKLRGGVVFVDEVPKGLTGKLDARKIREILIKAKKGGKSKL
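Titration-based qHTS; buffer 50 mM imidazole pH 7.2, 50 mM KCl, 7 mM MgCl2, 10 uM ATP, 0.01% Tween 20, 0.05% BSA; luciferase/luciferin detector mix added after compound; 8 min, ambient; luminescence.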
Ub-GFP proteasome = inhibits proteasome, raising ubiquitin-GFP reporter fluorescence; Ubiquitin-GFP reporter cells, proteasome inhibition, GFP fluorescence; response scale: untreated = 0%, 10 µM MG-132 = 100%; 67,000 tested, under 10 active; Potency, µM (doses to about 45.9 µM), inactives show top-dose activation (GFP accumulation), actives largely listed as activators; active means well fitted activation curve with a large enough effect, not every such curve was filed as active; inconclusive means small, poorly fitted or top-dose-only effect, or another doubt; inactive means no such curve, though single readings can be large or run the other way; further: potency means the concentration at half of the fitted maximal effect
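U2OS cells stably expressing ubiquitin(G76V)-GFP, seeded overnight in 0.5% FBS medium, were exposed to compounds (qHTS, 46 uM to 2.9 nM) for 4 hr at 37 °C. GFP-positive cells were counted by laser cytometry (488 ex/515 em), normalized between basal and 10 uM MG-132.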
A350 autofl = compounds fluorescent in Alexa 350 spectral region. max dye-equivalent concentration, M. 59,000 compounds, 11% hits. Compound autofluorescence, 340/450 nm, Alexa 350 dye-equivalents; hits give high values; in the data active means max dye-equivalent concentration above about 10 nM; inconclusive means mostly about 1.1 nM to 9.6 nM
Hsp90 Hop PPI = changes Hsp90-Hop TPR2A binding signal, up or down. Potency, µM (doses to about 57 µM), without a hit: at the highest dose activity change, negative = inhibition. AlphaScreen TPR2A-His6 binding biotin-Hsp90 C-terminal peptide. 71,000 compounds, 0.44% hits; active means well fitted curve in either direction with a large enough effect; inconclusive means small, poorly fitted or top-dose-only effect, or another doubt; further: potency means the concentration at half of the fitted maximal effect; on the % scale 0 is the no-effect control and ±100 the full control effect; many of its hits are not listed in these tables
CRE-bla Fsk = modulators of forskolin-stimulated CRE signaling in CHO cells; CHO CRE-bla reporter (cAMP response element driving beta-lactamase), forskolin EC10, beta-lactamase ratio; Potency, µM (doses to about 38.2 µM), inactives show at the highest dose activity change, negative = inhibition, hits mostly activators; 71,000 compounds, 2.5% hits; active means well fitted activation curve with a large enough effect in the signal ratio, with a control signal flat, not every such curve was filed as active; inconclusive means small, poorly fitted or top-dose-only effect, or effect the other way, or a change in a side signal; the % refers to the signal ratio; further: potency means the concentration at half of the fitted maximal effect; % of control where 0% means no effect
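Modulation of forskolin signalling: compounds in titration series added with EC10 NKH 477 to CHO cells carrying a CRE-driven beta-lactamase reporter, 3 h, 37C. CCF4 FRET ratio (460/530 nm, ex 405 nm) gives %activity and AC50.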
Epigenetic mod = derepresses silenced GFP locus in mouse C127i cells. mouse C127i GFP locus derepression, cytometry, 30 h. AID 597. 68,000 compounds, 0.09% hits. Potency, µM (doses to about 46.1 µM), without a hit: top-dose GFP derepression (activation); further: % of control where 0% means no effect
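Murine C127i mammary cells carrying a silenced, stably integrated CMV-driven GFP reporter were treated with compound for 30 hours at 37 C. After PBS washes, GFP-positive cells were counted by laser-scanning microplate cytometry.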
Fluorescein fluor = compound autofluorescence in fluorescein spectral region | AID 593 | max fluorescein-equivalent concentration, M | 59,000 compounds, 0.91% hits | Compound autofluorescence, 480/540 nm, fluorescein-equivalent; hits give high values; in the data active means max fluorescein-equivalent concentration above about 10 nM; inconclusive means between about 1.1 nM and that limit
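Normalized response (dye-equivalent concentration) derives from comparing each well's 540 nm emission, under 480 nm excitation, with plate-resident fluorescein standards. Compounds were held in 100 mM Tris, pH 8.0, for 15 min at room temperature.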
ERK AVP inh = inhibitors of vasopressin-stimulated ERK signaling pathway; Potency, µM (highest dose often 57.5 µM), for inactives: at the top dose activity, negative = inhibition, usual class: inhibitors; HEK293-V1b, vasopressin-stimulated pERK AlphaScreen; 72,000 compounds, 0.99% hits; further: potency means the concentration at half of the fitted maximal effect; on the % scale 0 is the no-effect control and ±100 the full control effect; nearly all actives have a fitted effect of over 55% in size
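V1b-HEK293 cells; cpd 30 min 37C; 25 nM vasopressin 5 min; lyse 10 min; AlphaScreen beads 5 hr RT. Normalized to DMSO basal and 25 nM vasopressin; AC50 by Hill fit.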
4MU fluor = 4-MU region autofluorescence. compound autofluorescence, 340/450 nm, 4-MU equivalents; hits give high values. max dye-equivalent concentration, M. 59,000 compounds, 11% hits. AID 589; in the data active means max dye-equivalent concentration above about 10 nM; inconclusive means mostly about 1.1 nM to 9.6 nM
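Intrinsic fluorescence at 340/450 nm (ex/em) was read after 15 min at room temperature in pH 8.0, 100 mM Tris. Each compound concentration expressed as 4-MU-equivalent concentration from a six-point 4-MU standard series on each plate.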
Active calls of the source: *; i = inactive; ? = inconclusive; / = not tested or not shown; [ ] = another dose, or the depositor's remark. Unless noted, the call rests on the fitted dose curve; in most records, active means well fitted curve in the direction sought with a large enough effect; inconclusive means small, poorly fitted or top-dose-only effect, or another doubt; inactive means no such curve, though single readings can be large; an effect the other way counts as inactive or inconclusive. Some of the compounds tested; the hit share may differ from the screen's.

SMILES,4MU fluor,CRE-bla Fsk,Ub-GFP proteasome,TexasRed autofl,ERK AVP inh,HBB splicing,FLuc inh,Hsp90 Hop PPI,Fluorescein fluor,A350 autofl,Epigenetic mod
CN1C(=O)c2c(sc3c2CC(C)(C)SC3)N2CCN=C12,1.6e-07M*,?,11%,i,?,-0.5%[1.84 µM],4%,-3%,i,5.9e-08M*,-2%
Cc1ccc(CN2CC(C(=O)Nc3ccc4c(C)cc(=O)oc4c3)CC2=O)cc1 (stereo unspecified),1.1e-07M*,2%,7%,i,?,-0.4%[57.5 µM],2%,-1%,i,1.1e-07M*,1%
CCN(CC)C(=O)CSc1nnc(-n2nc(C)cc2C)c2ccccc12,i,-4%,0%,i,2%,/,2%,-2%,i,i,0%
COc1ccc(CCNC(=O)C2CCCN(C(=O)N(C)C)C2)c(OC)c1 (stereo unspecified),i,3%,3%,i,-19%,-3.0%[57.5 µM],3%,-1%,?,i,0%
COC(=O)c1cc2c(s1)CS(=O)C2 (stereo unspecified),i,-7%,/,i,-6%,2.7%[0.369 µM],2%,-3%,?,i,4%
Cc1ccc2cc3cc(C(=O)N4CCCCC4C)oc3nc2c1 (stereo unspecified),i,?,4%,i,2%,-1.5%,13µM*,2%,i,i,-1%
COC(=O)c1ccc(-n2nnnc2SCc2ccccc2OC)cc1,i,?,/,i,72%[activator],0.4%[0.369 µM],0%,?,i,i,-2%
CN1C(=O)c2cccc(NCCCN3C(=O)c4ccccc4C3=O)c2C1=O,2.7e-06M*,?,3%,i,9%,/,3%,2%,6.7e-08M*,1.7e-06M*,?
Cc1nc(C)c(C(=O)Nc2ccccc2)s1,/,19%,4%,/,-19%,1.7%,-7%,-5%,/,/,2%
Cc1cc(C)n(C(=O)c2ccc(C)c(S(=O)(=O)N3CCOCC3)c2)n1,i,-3%,-5%,i,-1%,-0.1%,-1%,-5%,i,i,6%
Cc1noc(C)c1S(=O)(=O)N(CC(=O)Nc1ccc2c(c1)OCCO2)c1ccc(C(C)C)cc1,/,12%,4%,/,-6%,-0.2%,0%,-6%,/,/,0%
CC1CCc2c(sc3nc(SCc4nc(-c5ccccc5)no4)n(C)c(=O)c23)C1 (stereo unspecified),/,-2%,5%,/,5%,0.2%,2%,0%,/,/,-3%
CCOC(=O)N1CCN(C(=O)c2ccc3c(=O)n(Cc4ccc(OC)cc4)c(=S)[nH]c3c2)CC1,i,?,2%,i,32µM*,2.7%,0%,-3%,i,i,-1%
O=C(CCSc1nccn1Cc1ccccc1)N1CCOCC1,/,-1%,3%,/,-11%,-0.8%[9.22 µM],1%,-3%,/,/,-2%
O=C(Nc1c(C(=O)NCc2ccco2)cnn1-c1ccccc1)c1ccc(F)cc1,/,-8%,-10%,/,-11%,-0.3%[9.22 µM],-1%,-2%,/,/,4%

Printed as active in FLuc inh, among the entries above:
| compound | 4MU fluor | CRE-bla Fsk | FLuc inh | Hsp90 Hop PPI | A350 autofl | Epigenetic mod |
| --- | --- | --- | --- | --- | --- | --- |
| Cc1ccc2cc3cc(C(=O)N4CCCCC4C)oc3nc2c1 (stereo unspecified) | i | ? | 13µM* | 2% | i | -1% |

Returning to the listing with the 2 entries that preceded the break.
SMILES,4MU fluor,CRE-bla Fsk,Ub-GFP proteasome,TexasRed autofl,ERK AVP inh,HBB splicing,FLuc inh,Hsp90 Hop PPI,Fluorescein fluor,A350 autofl,Epigenetic mod
O=C(CCSc1nccn1Cc1ccccc1)N1CCOCC1,/,-1%,3%,/,-11%,-0.8%[9.22 µM],1%,-3%,/,/,-2%
O=C(Nc1c(C(=O)NCc2ccco2)cnn1-c1ccccc1)c1ccc(F)cc1,/,-8%,-10%,/,-11%,-0.3%[9.22 µM],-1%,-2%,/,/,4%
Cc1cc(C)nc(N2CCC(C(=O)O)CC2)n1,?,-5%,-9%,i,6%,/,1%,-3%,i,?,-2%
CCC/C(=C1/C(=O)CC(C)(C)C(C(=O)OC)C1=O)N1CCCC1 (stereo unspecified),/,-3%,-3%,/,-14%,1.0%,0%,-5%,/,/,-6%
COc1cccc(CNC(=O)Cn2cccc2)c1,i,-2%,-3%,i,-33%,-1.4%,1%,-3%,i,i,2%
COc1ccc(N(CC(=O)Nc2cc(C(=O)O)ccc2C)S(=O)(=O)c2c(C)noc2C)cc1,i,-13%,22%,i,31%,1.2%,-1%,3%,i,i,-3%
CC(C)N(Cc1cc2ccccc2[nH]c1=O)C(=O)c1cccnc1,?,-7%,/,i,-20%,3.3%[0.369 µM],-1%,1%,i,?,3%
Cc1ccc(-c2nn3c(C)nnc3s2)cc1NC(=O)C(C)C,/,?,2%,/,/,-0.3%,-2%,-2%,/,/,/
O=C(NCCN1CCN(c2ccccc2)CC1)c1ccc(NC(=O)C2CCCO2)cc1 (stereo unspecified),i,-11%,-4%,i,8%,-1.0%,2%,-5%,?,i,2%
Cc1ccc2[nH]c(=O)c(-c3nc4c(C)cccn4c3NCc3ccco3)cc2c1,i,?,-5%,i,?,0.8%,0%,-10%,?,i,0%
CC1CCc2cc(F)cc3c(O)c(C(=O)Nc4cnccn4)c(=O)n1c23 (stereo unspecified),i,/,/,i,/,/,2%[25.5 µM],/,?,i,-2%[20.6 µM]
O=C(NCCN1C(=O)C2C3C=CC(C3)C2C1=O)NCc1ccccc1 (stereo unspecified),/,0%,-1%,/,1%,0.3%,4%,-5%[2.3 µM],/,/,/
Cn1c(=O)c2c(ncn2Cc2cc(-c3ccccc3)no2)n(C)c1=O,i,?,-3%,?,-17%,0.4%,-1%,-3%,?,i,-2%
Cc1ccccc1-c1cc(N(C)Cc2ccco2)ncn1,i,8%,0%,i,-8%,0.0%,0%[2.29 µM],-1%,i,i,3%[9.22 µM]
Cc1nnc2n(-c3ccccc3)c(=O)c3c4c(sc3n12)COC(C(C)C)C4 (stereo unspecified),?,/,/,i,/,/,1%[25.5 µM],/,i,?,3%[20.6 µM]
O=C(CN1C(=O)COc2ccccc21)NCCCN1CCc2ccccc2C1,1.6e-08M*,?,-2%,i,8%,-0.8%,5%,6%,i,1.5e-08M*,8%
O=C(CN1C(=O)CSC1=O)Nc1ccccc1F,i,-2%,-2%,i,9%,/,0%,1%,i,i,4%
CC(C)(C)c1cc(CN2CCN(CCC#N)CC2)cc(C(C)(C)C)c1O,i,-3%,-3%,i,4%,/,2%,1%,?,i,2%
COc1ccc(Cl)c(NC(=O)NCCN2CCN(c3ccccc3)CC2)c1,i,0%,-4%,i,-13%,1.1%,2%,-10%,i,i,0%
COc1ccc(C(=O)CN2C(=O)c3ccccc3C2=O)c(OC)c1C,i,0%,-6%,i,-19%,5.9%,-1%,7%,i,i,0%
CCSC(=Nc1ccccc1)C1=C(O)COC1=O,i,?,-7%,i,2%,4.7%[1.84 µM],0%,0%,i,i,0%
CCOC(=O)N1CCN(C(=O)CSCc2nc(-c3ccccc3C)oc2C)CC1,i,8%,-16%,i,2%,-1.7%,5%,0%,i,i,-3%
CC1CCCN(C(C(=O)Nc2ccc3c(c2)OCCO3)c2ccccc2)C1 (stereo unspecified),i,-5%,8%,i,17%,-0.4%,0%,-1%,i,i,6%
COc1ccc(-c2ccc(-c3nnn(CC(=O)N4CCOCC4)n3)cc2)cc1,i,6%,-2%,i,0%,-0.3%[57.5 µM],1.6µM*,-1%,?,i,3%
Cc1nn(-c2ccccn2)c2nc(-c3cccs3)cc(C(=O)N3CCOCC3)c12,1.1e-06M*,3.2µM*,-1%,?,-26%,-0.9%,-43%,-1%,i,1.6e-06M*,-3%
CCn1c(SCC(=O)N2CCOCC2)nc2sc3c(c2c1=O)CCCC3,i,/,/,i,/,/,5%[25.5 µM],/,i,i,0%[20.6 µM]
Cc1ccc(N2CCN(CC3CC=CCC3)CC2)cc1 (stereo unspecified),/,6%,4%,/,-11%,-1.0%[9.22 µM],0%,-4%,/,/,0%
Cc1nc2ccc(-c3ccccc3)cc2o1,i,3%,-8%,?,1%,/,-20%,2%,i,i,-2%
